D2 ag: HTS Assay for Allosteric Agonists of the Human D2 Dopamine Receptor: Primary Screen for Agonists; D(2) dopamine receptor (Homo sapiens), P14416; HEK293 T-REx D2 cells, calcium flux agonist mode; activation, % at 2 µM; actives 0.53% (n = 340,000); AID 485358, 2010;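 active = activation over 3 SD above normal in the single-dose calcium agonist read, cut at about 30% in these data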; also: 0% is about no effect
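Agonism is scored from calcium flux in a force-coupled, inducible HEK293 cell line expressing D2, read kinetically for 180 s after compound addition against dopamine controls.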
TRHR enhancer: qHTS for Small Molecule Agonists and Allosteric Enhancers of Human TRH Receptor: Primary Screen for Enhancers; Thyrotropin-releasing hormone receptor (Homo sapiens), P34981; TRHR cells, fluo-8 calcium fluorescence, EC20 TRH enhancement; enhancement, % at 2 µM; actives 0.66% (n = 360,000); AID 493056, 2011; in the data active = enhancement above about 30%; also: 0% is about no effect
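Enhancer read-out: after compound pinning and an initial kinetic agonist-mode read, an EC20 of TRH (10 nM final) was injected and fluo-8 calcium signal (Ex 480/Em 530) followed at 1 s/cycle for 100 cycles in TRHR-expressing cells.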
TRHR agonist: qHTS for Small Molecule Agonists and Allosteric Enhancers of Human TRH Receptor: Primary Screen for Agonists. Thyrotropin-releasing hormone receptor (Homo sapiens), P34981. TRHR cells, calcium flux fluo-8, FDSS agonist mode. activation, % at 2 µM. actives 0.18% (n = 360,000). AID 493084, 2011; also: 0% is about no effect
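Agonist-mode FDSS calcium read (Ex 480/Em 530, 1 s cycles) in 1536-well TRHR cells with fluo-8 dye, after 10-cycle baseline and 23 nL compound addition; TRH at EC20 (10 nM final) added afterwards for the enhancer phase.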
D1 antag: Antagonist of Human D 1 Dopamine Receptor: qHTS | D(1A) dopamine receptor (Homo sapiens), P21728 | HEK293 TREx D1 cells, calcium flux, dopamine EC80; stronger effect = lower value | activity change, negative = inhibition, % at 10 µM | actives 3.2% (n = 360,000); in the data active = activity change below about -30%; also: % is scaled to controls: 0 for no effect and ±100 for the full control effect
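Calcium flux readout: force-coupled, inducible Hek293 Trex D1 line, cells induced overnight at 30 C with tetracycline, dye-loaded 30–90 min at RT. Antagonism scored against EC80 dopamine challenge given 180 s after compound.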
D1 potentiator: Potentiators of Human D1 Dopamine Receptor: qHTS; actives 0.036% (n = 360,000); HEK293 TREx D1 cells, calcium flux, dopamine EC20 potentiation; D(1A) dopamine receptor (Homo sapiens), P21728; AID 504651, 2011; potentiation, % at 10 µM; in the data active = potentiation above about 30%; also: 0% is about no effect
D2 PAM: HTS Assay for Positive Allosteric Modulators of the Human D2 Dopamine Receptor: Primary Screen for Potentiators | D(2) dopamine receptor (Homo sapiens), P14416 | potentiation, % at 10 µM | actives 0.34% (n = 340,000) | HEK293 T-REx D2, calcium flux, EC20 dopamine potentiation | AID 485347, 2010;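 active = potentiation over 3 SD above the plate norm, cut at about 30% in these data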; also: 0% is about no effect
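Primary screen. Calcium kinetics in induced HEK293 T-REx D2 cells: compound pre-addition 180 s, EC20 dopamine, 180 s more.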
RXFP1 antagonist: qHTS Assay for Antagonists of the Relaxin Receptor RXFP1; HEK293-RXFP1, relaxin-stimulated cAMP HTRF, 30 min; stronger effect = lower value; activity change, negative = inhibition, % at 57.5 µM; Relaxin receptor 1 (Homo sapiens), Q9HBX9; actives 0.59% (n = 350,000);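 active = activity change of -60% or lower, but not beyond a set lower limit; inconclusive = change between -60% and -40%, or beyond the set limit; inactive = change above -40%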; also: % is scaled to controls: 0 for no effect and ±100 for the full control effect
Target sequence (Q9HBX9 whole entry, looked up): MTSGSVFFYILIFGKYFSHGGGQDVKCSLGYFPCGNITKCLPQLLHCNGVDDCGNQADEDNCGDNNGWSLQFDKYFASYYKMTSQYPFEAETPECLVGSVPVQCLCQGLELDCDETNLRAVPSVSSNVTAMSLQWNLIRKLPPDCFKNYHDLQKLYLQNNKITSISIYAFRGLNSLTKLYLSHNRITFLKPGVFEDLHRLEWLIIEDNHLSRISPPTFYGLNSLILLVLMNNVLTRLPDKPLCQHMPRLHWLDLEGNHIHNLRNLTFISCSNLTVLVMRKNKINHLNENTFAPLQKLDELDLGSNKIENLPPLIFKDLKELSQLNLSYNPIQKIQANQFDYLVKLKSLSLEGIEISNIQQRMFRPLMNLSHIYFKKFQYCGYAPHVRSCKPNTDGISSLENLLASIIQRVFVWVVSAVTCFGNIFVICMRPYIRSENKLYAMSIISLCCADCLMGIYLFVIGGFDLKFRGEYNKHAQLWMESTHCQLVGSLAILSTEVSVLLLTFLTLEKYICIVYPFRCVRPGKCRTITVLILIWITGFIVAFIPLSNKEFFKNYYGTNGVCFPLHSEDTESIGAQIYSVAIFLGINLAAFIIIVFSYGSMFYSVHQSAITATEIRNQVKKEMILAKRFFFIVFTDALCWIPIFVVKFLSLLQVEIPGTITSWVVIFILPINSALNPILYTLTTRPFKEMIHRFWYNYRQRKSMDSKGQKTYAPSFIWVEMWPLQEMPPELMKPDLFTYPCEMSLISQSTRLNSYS
D1 ag: Allosteric Agonists of the Human D1 Dopamine Receptor: qHTS | activation, % at 2 µM | actives 1% (n = 360,000) | HEK293 T-REx D1 cells, calcium flux, agonist mode; also: 0% is about no effect
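Agonism was scored from calcium flux recorded over 180 s (1 read/s) after pintool compound addition, following a 10-cycle baseline. Cells were inducible force-coupled HEK293 TREx D1, plated overnight at 30 C and loaded with no-wash calcium dye.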
D2 antag: HTS Assay for Allosteric Antagonists of the Human D2 Dopamine Receptor: Primary Screen for Antagonists. inhibition, % at 10 µM. D(2) dopamine receptor (Homo sapiens), P14416. HEK293 TREx D2 cells, calcium flux, dopamine EC80. actives 2% (n = 340,000); in the data active = inhibition above about 30%; also: 0% is about no effect
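Inhibition of EC80 dopamine-driven calcium flux, recorded kinetically, defines activity here; cells are a tetracycline-induced HEK293 T-REx line expressing force-coupled D2.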
* marks the source's active call; other numbers are inactive results; u = inconclusive; x = not tested or not shown; & = joins results of further samples. Rule as the data show it, unless noted: active = activation above about 30%; inactive = the rest.

Order of values – RXFP1 antagonist | TRHR agonist | D1 potentiator | D2 PAM | TRHR enhancer | D2 ag | D1 ag | D2 antag | D1 antag
#1 O=C1CN(C(=O)c2ccc(S(=O)(=O)N3CCCC3)cc2)C(c2ccccc2)c2cc(F)ccc2N1 (stereo not drawn)
  -16 | 0.7 | 0 | 0 | -2 | -0.2 | 9 | x | 7
#2 O=C(CSc1nnc2scc(-c3ccc(Cl)cc3)n12)Nc1ccccc1F
  -3 | -0.9 | 0 | 4 | 0 | -1.1 | -2 | x | -4
#3 Cc1ccc(C(=O)Oc2ccccc2N2C(=O)C3CCCCC3C2=O)cc1 (stereo not drawn)
  3 | -0.4 | -3 | 8 | -8 | -0.8 | 2 | 15 | -6
#4 CCC(C)c1ccc(S(=O)(=O)N2CCN(C(C)CC(=O)O)CC2)cc1 (stereo not drawn)
  -9 | 1.7 | -11 | -4 | 0 | 2.5 | 1 | 4 | 9
#5 COc1ccc(/C=N/NC(=O)c2cc(C34CC5CC(CC(C5)C3)C4)[nH]n2)cc1O
  -32 | 0.3 | -7 | 13 | -2 | 0.1 | 0 | 2 | 8
#6 O=C(NCc1ccncc1)C1CCCN(S(=O)(=O)c2ccc(Br)cc2)C1 (stereo not drawn)
  -1 | -0.1 | 2 | 3 | 31* | -0.6 | 2 | 4 | 3
#7 COc1ccc(NC(=O)CSc2nc(N3CCCCC3)nc(N3CCCCC3)n2)cc1
  3 | 3.8 | 2 | 14 | 1 | -0.4 | 1 | 4 | -6
#8 Cc1c(=O)n(OCc2ccccc2F)c2ccccc2[n+]1[O-]
  -7 | 0.0 | -7 | x | -2 | x | 5 | x | -8
#9 COc1ccc(NC(=O)COC(=O)Cc2c(F)cccc2Cl)cc1
  -11 | -0.1 | -2 | -2 | 8 | 1.0 | 1 | -3 | -15
#10 COc1ccccc1NC(=O)N1CCN(c2cccc(C(F)(F)F)c2)CC1
  -1 | -2.5 | -5 | x | -4 | x | 5 | x | -19
#11 CC(OC(=O)CN1C(=O)NC2(CCCC2)C1=O)C(=O)c1ccccc1 (stereo not drawn)
  -4 | 0.4 | 5 | -7 | 7 | 0.5 | 4 | -14 | -13
#12 NC(=O)C1CCN(c2nc(-c3ccccc3N)cs2)CC1
  x | 17 | -1 | x | -3 | x | 6 | x | -17
#13 COc1ccccc1NC(=O)c1nc(S(=O)(=O)Cc2ccccc2)ncc1Cl
  u | -0.7 | -8 | 6 | -10 | -0.1 | 4 | 5 | -38*
#14 COc1ccc(C)cc1NC(=O)CN1c2ccccc2S(=O)(=O)c2ccccc21
  -5 | -0.5 | -6 | 17 | 15 | -1.0 | 10 | x | -1
#15 CCn1c(CC(=O)Nc2ccc(C)cc2)nnc1SCC(=O)NCCc1ccccc1
  20 | -1.2 | -4 | 2 | 2 | -0.7 | 4 | 1 | 10
#16 Clc1ncnc2scc(-c3ccccc3)c12
  4 | -0.1 | -5 | 6 | -5 | -0.5 | 3 | 17 | -4
#17 CC(=O)Nc1cccc(/C(C)=N/NC(=O)c2ccc(O)cc2)c1
  -13 | 0.0 | 0 | 1 | 2 | -0.1 | -1 | -3 | 3
#18 C[C@H](NC(N)=O)C(=O)Nc1ccc(N2CCOCC2)c(S(=O)(=O)Nc2ccc(Cl)cc2)c1
  -2 | -0.7 | -2 | 12 | -3 | -0.1 | 1 | -6 | -1
#19 COc1ccc(NS(=O)(=O)c2cccc(C(=O)NCC3(N4CCCCC4)CCCCC3)c2)cc1
  -5 | 0.1 | -8 | 12 | 0 | -0.1 | 2 | -5 | -3
#20 COC(=O)[C@H]1CN(C(=O)c2ccccc2)C(=O)N1
  x | 0.4 | 1 | 3 | 4 | -0.7 | 1 | 6 | -2
#21 COc1ccc(NC(=O)CCSCCC(=O)Nc2ccc(OC)cc2OC)c(OC)c1
  -2 | -0.7 | -1 | 6 | -4 | -0.9 | -2 | -1 | -6
#22 COC(=O)[C@@H]1OC(=O)[C@H]2O[C@@]23[C@@]1(C)CC[C@@H]1[C@@]2(C)C=CC(=O)OC(C)(C)[C@@H]2CC(=O)[C@]13C
  x | 0.6 | 8 | -7 | -1 | 0.1 | 0 | -1 | 9
#23 COC(=O)c1ccc(NC(=O)CC2C(=O)N(c3cccc(OC)c3)C(=O)N2Cc2cccc(OC)c2)cc1 (stereo not drawn)
  9 | 0.0 | -1 | 0 | 6 | 0.1 | 1 | x | 5
#24 CCN(C(=O)c1cc2cccc(OC)c2oc1=O)c1ccccc1
  -2 | -0.2 | 5 | 8 | -3 | 0.7 | 3 | 1 | -5
#25 O=C(NC1(C(=O)NC2CCCCC2)CCCCC1)c1ccc2c(c1)OCO2
  10 | -0.3 | -5 | -3 | 2 | 0.3 | -2 | 3 | -1
#26 CC1CCCN(C(=O)c2cccc(S(=O)(=O)Nc3cc(C(F)(F)F)ccc3Cl)c2)C1 (stereo not drawn)
  6 | -0.7 | -2 | -5 | -5 | -0.5 | 2 | 0 | -4
#27 COc1ccc(-c2[nH]ncc2CN2CCC(c3ccncc3)CC2)cc1F
  2 | 0.9 | -2 | 1 | 0 | 0.2 | 2 | -5 | -1
#28 COC(=O)c1ccc(OCC2c3cc(OC)c(OC)cc3CCN2C(=O)c2ccccc2F)cc1 (stereo not drawn)
  x | 0.3 | 1 | 10 | -2 | x | 4 | x | 7
#29 Cc1ccc(NC(=O)CCC(=O)NCCO)cc1
  -7 | 0.3 | -2 | x | 6 | x | 1 | x | 9
#30 COc1ccc(S(=O)(=O)N2CCC(C(=O)NCCCN3CCOCC3)CC2)cc1
  -20 | 1.0 | -4 | 20 | 3 | 0.4 | 1 | -33 | 1
#31 CCSc1nc2ccccc2n1Cc1ccccc1F
  -10 | -0.4 | 6 | 19 | 13 | 1.1 | 10 | -3 | 2
#32 O=C(c1ccc(F)cc1F)N1CCCC(c2nc(-c3cccs3)no2)C1 (stereo not drawn)
  -3 | 0.5 | -1 | x | -2 | x | 0 | x | -3
#33 CCOC(=O)/C(C#N)=C1/C=CN(C)C=N1
  7 | -0.8 | 3 | -6 | 2 | 0.7 | 5 | -8 | -6
#34 COC(=O)c1ccc(C(=O)OC)c(NC(=S)N2CCCC(C)C2)c1 (stereo not drawn)
  -6 | -0.4 | -3 | -4 | 9 | -1.1 | 1 | -9 | 2
#35 COc1ccc(N2CCCCn3c2nc2c3c(=O)n(C)c(=O)n2C)cc1
  -5 | -0.2 | -1 | 5 | -1 | 0.0 | 0 | 9 | 6
#36 COc1ccc(-c2noc(C3CCCN(S(=O)(=O)c4cccc(Cl)c4)C3)n2)cc1OC (stereo not drawn)
  -2 | -0.4 | -9 | 13 | 3 | 0.7 | 4 | -1 | 6
#37 Cc1nn(Cc2ccccc2Cl)c(C)c1NC(=O)CCCn1nc([N+](=O)[O-])c(Cl)c1C
  -10 | 0.2 | -7 | -5 | -9 | -1.2 | 1 | -14 | 16
#38 CC(/C=N/NC(=O)Cc1cccs1)=C\c1ccco1
  -9 | -0.1 | -7 | -2 | -5 | -0.3 | 0 | 0 | -11
#39 Cc1nn(CC(=O)Nc2ccc(N3CCOCC3)cc2)c(C)c1Br
  -1 | 0.9 | -2 | -4 | -4 | -0.6 | 0 | 5 | -1
#40 OCCC1CN(Cc2cc3c(cc2Cl)OCO3)CCN1Cc1ccccc1 (stereo not drawn)
  -7 | -5.5 | 5 | -20 | -2 | -1.9 | 7 | 7 | -10
#41 Cn1nc(C(=O)NCc2ccco2)c2ccccc2c1=O
  0 | -0.3 | 0 | 4 | -1 | 0.4 | 4 | -12 | -5
#42 COc1ccc(Br)cc1S(=O)(=O)N1CCCc2ccccc21
  -6 | -1.2 | -6 | 27 | -2 | -3.1 | 1 | 20 | -18
#43 Cc1cc(Br)c(NC(=O)c2ccccc2[N+](=O)[O-])cc1C
  -5 | -0.6 | -6 | 3 | 6 | 3.6 | 1 | -9 | x
#44 Cn1c(CNC(=O)c2ccco2)nnc1SCCOc1ccccc1
  2 | -0.1 | -4 | -5 | 4 | 0.4 | 0 | 4 | 18
#45 Cc1cccc(C)c1NS(=O)(=O)c1ccc2c(c1)[C@H]1C=CC[C@H]1[C@@H](c1ccc(Cl)cc1)N2
  -38 | -0.6 | 2 | 9 | -1 | 0.2 | 5 | x | 19
#46 CCOC(=O)N1CCC(NC(=O)CS(=O)(=O)Cc2nc(-c3ccc(OC)cc3)oc2C)CC1
  15 | -0.3 | -2 | -7 | 4 | -0.9 | 3 | 13 | 8
#47 Cc1cc(C)n(-c2nc3ccccc3nc2Nc2ccc(Cl)cc2Cl)n1
  15 | 0.8 | 1 | 6 | 4 | 1.3 | 1 | x | -12
#48 O=C(O)C1CC(=O)N(C2CCCCC2)C1c1ccccc1 (stereo not drawn)
  -5 | 0.1 | 3 | x | 0 | x | 1 | x | -12
#49 CC1CCCCN1S(=O)(=O)c1ccc(C(=O)N(CCCN(C)C)c2nc3ccc(Br)cc3s2)cc1 (stereo not drawn)
  u | 2.0 | 0 | -6 | 3 | 3.8 | 30 | -3 | -32*
#50 Cc1ccc(S(=O)(=O)NC(=O)NCc2ccccc2)cc1
  12 | 0.5 | -6 | 19 | -2 | 0.8 | -1 | -4 | -6
#51 CC1CCN(Cc2nnnn2CCCC(=O)NCC(C)(C)N2CCOCC2)CC1
  7 | 0.3 | 0 | 7 | 0 | -0.1 | 2 | -7 | 7
#52 O=C(COn1nnc2ccc(Cl)cc21)NC1CCS(=O)(=O)C1 (stereo not drawn)
  -3 | -0.1 | -1 | 2 | 7 | -0.2 | 2 | 2 | -9
#53 COc1ccc(OC)c(CCNC(=O)c2ccc3c(c2)N(Cc2ccccc2)CCS3)c1
  -17&15 | 0.6&-0.6 | -3&-2 | -3 | -8&12 | -0.3 | 2&1 | x | -27&-4
#54 CCCN(CCC)CC(O)CN(c1cc([N+](=O)[O-])ccc1OC)S(=O)(=O)c1ccccc1 (stereo not drawn)
  -3 | -0.4 | 0 | -10 | -11 | -1.8 | 1 | -13 | 3
#55 COc1ccccc1Nc1nc(C)cc(C)n1
  9 | -1.4 | -5 | x | -1 | x | 0 | x | -6
#56 CCN(CC(=O)N1CCCCCC1)S(=O)(=O)c1ccc(C)cc1
  8 | -0.1 | -4 | 10 | -9 | -1.1 | 1 | -17 | -8
#57 Cc1nc(CS(=O)(=O)c2ccccn2)sc1C(=O)NNC(=O)c1ccc(Cl)cc1
  7 | 0.3 | 0 | -7 | 4 | -0.7 | 1 | -3 | -2
#58 COc1cccc(NC(=O)COC(=O)c2ccccc2F)c1
  -10 | 0.5 | -5 | 8 | 7 | 0.6 | 1 | -9 | 5
#59 Cc1ccc(Oc2nc(-c3ccccc3)ncc2S(C)(=O)=O)cc1
  2 | -0.8 | -3 | 9 | -1 | -0.2 | 0 | 9 | 11

Source: PubChem BioAssay
